Statin myotox sup: protects C2C12 myotubes from simvastatin toxicity | rescue of ATP level, % at 7.49 µM | ATP luminescence, 48 h; scaled: DMSO 0, geranylgeraniol control 100 | AID 602340 | hit rate 0.78% among 330,000;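 active means mean ATP rescue above about 67%, or every replicate alone reaching that limit, limit read from the data, passing the limit was not always enough; inconclusive means no clear call, values can overlap the other calls; inactive means mean under the limit and some replicate under it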;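 further: myotubes were challenged with 10 µM simvastatin during compound exposure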
ERp5 inh: inhibitors of human ERp5. inhibition, % at 9.99 µM. ERp5 insulin aggregation, absorbance 650 nm, 90 min. AID 651711. hit rate 0.05% among 350,000;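 active means mean replicate inhibition above about 25%, with every replicate also reaching it, limit read from the data, passing the limit was not always enough; inconclusive means only one of those two criteria met; inactive means neither criterion met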
S100A4 MyoIIA: blocks human S100A4 binding to myosin IIA peptide; S100A4/TAMRA-MyoIIA peptide fluorescence polarization; inhibition, % at 10.7 µM; P26447; hit rate 0.14% among 360,000;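 active means mean inhibition of at least 70% across replicates, with every replicate also reaching that level; inconclusive means mean inhibition reaches 70% but some replicates fall short; inactive means mean inhibition below 70%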
Target sequence (P26447 whole entry, looked up): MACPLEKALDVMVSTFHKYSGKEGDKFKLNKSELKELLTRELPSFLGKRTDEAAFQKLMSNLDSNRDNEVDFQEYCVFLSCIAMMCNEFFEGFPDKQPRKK
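System – human S100A4 monomer protein, biochemical binding assay · Buffer or medium – Calcium-containing HEPES buffer, pH 7.2 · Timing – 5 min between mix addition and reading · Also added – TAMRA-labelled myosin IIA heavy-chain peptide probe, 5 nM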
E-selectin induc: induces E-selectin expression in human endothelial cells. P16581. HUVEC E-selectin immunofluorescence imaging; normalized: neutral wells 0, TNF-alpha wells 100. activation, % at 7.58 µM. hit rate 0.37% among 260,000. AID 686992;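 active means mean E-selectin-positive cell signal at least 10% of the positive control, reached in at least 60% of replicates, without over 20% cell loss; inconclusive means no rule given, readout overlaps actives, possibly toxicity-flagged; inactive means the rest, including those meeting only one limit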;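 further: in these data hits start at about 27%; measured in HUVEC primary endothelial cells; signal is the percent of cells scored E-selectin positive by PE staining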
Target sequence (P16581 whole entry, looked up): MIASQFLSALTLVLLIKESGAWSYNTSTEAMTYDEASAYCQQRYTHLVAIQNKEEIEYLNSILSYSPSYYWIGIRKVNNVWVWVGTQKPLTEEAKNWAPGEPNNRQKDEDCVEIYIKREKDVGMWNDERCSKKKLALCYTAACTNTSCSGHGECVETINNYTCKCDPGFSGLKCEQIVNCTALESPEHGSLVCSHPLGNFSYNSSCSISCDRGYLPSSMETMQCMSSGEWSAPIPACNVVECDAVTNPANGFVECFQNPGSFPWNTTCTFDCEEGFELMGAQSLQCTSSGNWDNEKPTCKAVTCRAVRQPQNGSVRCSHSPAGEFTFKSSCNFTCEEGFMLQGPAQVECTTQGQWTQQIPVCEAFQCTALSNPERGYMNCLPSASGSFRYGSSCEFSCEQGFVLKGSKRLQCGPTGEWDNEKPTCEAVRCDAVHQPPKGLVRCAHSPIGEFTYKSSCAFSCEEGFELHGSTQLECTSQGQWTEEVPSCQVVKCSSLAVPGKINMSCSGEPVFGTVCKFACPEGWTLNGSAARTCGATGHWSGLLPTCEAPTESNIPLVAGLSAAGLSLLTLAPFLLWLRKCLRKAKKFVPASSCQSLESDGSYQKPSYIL
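System: HUVEC / Compound: single concentration / Signal: immunofluorescence imaging / Read-out: percent E-selectin-positive cells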
SIRT5 inh: blocks human SIRT5 desuccinylation of peptide; Q9NXA8; hit rate 1.1% among 330,000; AID 652115; inhibition, % at 15 µM; Purified SirT5, succinyl-peptide AMC, trypsin-coupled fluorescence; in the data active means inhibition above about 15%; inconclusive means no clear call, values can overlap the other calls
Target sequence (Q9NXA8 whole entry, looked up): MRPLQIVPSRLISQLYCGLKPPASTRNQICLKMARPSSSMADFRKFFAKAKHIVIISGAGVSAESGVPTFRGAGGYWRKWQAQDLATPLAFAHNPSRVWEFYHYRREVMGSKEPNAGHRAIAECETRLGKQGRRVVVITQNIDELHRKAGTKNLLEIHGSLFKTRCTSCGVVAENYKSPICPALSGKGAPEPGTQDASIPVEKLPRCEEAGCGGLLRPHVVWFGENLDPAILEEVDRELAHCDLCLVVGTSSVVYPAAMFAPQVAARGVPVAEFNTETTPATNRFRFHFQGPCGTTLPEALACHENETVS
PglD DTNB: inhibitors of Campylobacter jejuni PglD acetyltransferase. inhibition, % at 12.5 µM. purified PglD enzyme, DTNB colorimetric CoA detection. AID 602405. hit rate 0.098% among 360,000; in the data active means inhibition above about 16%, passing the limit was not always enough; inconclusive means no clear call, values can overlap the other calls; further: strong numbers were not always called active
DENV2 CPE rescue: DENV2-induced cell death inhibition | DENV2-infected cells, cytopathic effect rescue, plate reader | CPE inhibition, % at 9.99 µM | hit rate 1.7% among 350,000 | AID 651640; in the data active means CPE inhibition above about 20%, passing the limit was not always enough; inconclusive means no clear call, values can overlap the other calls; tested in BHK-21 cells;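 further: 0% = median of neutral control wells and 100% = median of positive control wells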
Numbers without * were called inactive; ? = inconclusive; nt = not tested or not shown; & = joins results of further samples. Only part of the results is shown. The share of hits here may be higher or lower than overall.

SMILES	Statin myotox sup	ERp5 inh	S100A4 MyoIIA	E-selectin induc	SIRT5 inh	PglD DTNB	DENV2 CPE rescue
Cc1cc(=O)oc2c3c(cc(OCC(=O)NCCN4CCOCC4)c12)OC(C)(C)CC3	-6	6	-2	nt	-51	-2	-8
O=C(O)c1cc([N+](=O)[O-])ccc1-c1ccc([N+](=O)[O-])cc1C(=O)O	4	-3	-1	-0.4	3	3	-1
CCc1cc(Cn2nc(-c3ccccc3)cc2C(=O)NCc2ccccc2OC)on1	-3	5	3	0.1	nt	1	-6
C[C@H]1CN([C@@H](C)CO)C(=O)CCCn2nncc2CO[C@H]1CN(C)Cc1cccc(O)c1	-1	7	-6	0.0	-2	1	0
C[C@H](CO)N1C[C@H](C)[C@H](CN(C)Cc2cccnc2)OCc2cnnn2CCCC1=O	-7	3	-17	0.3	-2	-1	?
COCCCNC(=O)/C=C/c1ccc(Cl)cc1	6	-4	-2	nt	3	1	4
Cn1c(CCNS(=O)(=O)c2ccc(F)cc2)nnc1SCc1cccnc1	5	0	-4	nt	-3	3	-10
CCOC(=O)c1[nH]ncc1CN1CCCC(C(=O)c2ccc(OC)c(OC)c2)C1 (centres undefined)	-8	6	12	nt	-3	-4	-2
CCOc1ccc(Nc2nc3cc(S(=O)(=O)CC)ccc3o2)cc1	-24	-3	-4	0.6	18*	5	5
COc1ccc(NC(=O)N[C@H]2CC[C@H](CCNC(=O)c3cc(Cl)cc(Cl)c3)O[C@@H]2CO)cc1	1	-5	-1	-1.2	0	0	-7
CC(C)Oc1cccc(C(=O)C2CCCN(C(=O)CCn3cnnn3)C2)c1 (centres undefined)	7	-3	4	9.8	-1	2	0
O=C(CC[C@H]1O[C@@H](n2cnc3c(NC(=O)c4ccccc4)ncnc32)[C@H](O)[C@@H]1O)NCC1CCCCC1	-6	0	0	-0.7	2	3	2
CS(=O)(=O)Nc1ccc2c(c1)[C@H]1C[C@H](CC(=O)NCc3ccccc3F)O[C@@H](CO)[C@H]1O2	-5	-11	-31	0.2	-2	0	-1
CCCCNC(=O)c1c(CSc2ccc(Cl)cc2)noc1C(=O)NCc1ccccc1	-9	-7	-1	-0.2	7	1	3
O=C(CSc1nnc(Cc2ccccc2)o1)NC1CCCCC1	0	2	-2	nt	1	0	-4
Cc1nn(-c2cccc(C(F)(F)F)c2)c(=O)c2ccccc12	2	-3	-16	4.4	-1	5	-7
O=[N+]([O-])c1ccc(C(O)C(CO)NC(=S)Nc2ccccc2)cc1 (centres undefined)	nt	-3	-1	nt	-1	nt	-4
COCC#Cc1cnc2c(c1)C(=O)N([C@@H](C)CO)C[C@H](C)[C@H](CN(C)C(=O)C1CCOCC1)O2	-21	-1	-8	0.0	-8	0	0
Cc1noc(C)c1S(=O)(=O)Nc1ccc2c(c1)C(=O)N([C@H](C)CO)C[C@H](C)[C@H](CN(C)Cc1ccncc1)OCCCC[C@@H](C)O2	nt	1	2	0.6	0	0	26*
C[C@@H]1CN([C@@H](C)CO)C(=O)c2cc(NC(=O)Nc3ccc(C(F)(F)F)cc3)ccc2O[C@@H]1CN(C)CC1CCCCC1	-15	8	4	0.1	-1	-1	-2
Cc1ccc(-c2cc(C(=O)OCC(=O)N(C)C3CCS(=O)(=O)C3)c3ccccc3n2)c(C)c1 (centres undefined)	0	6	-1	nt	-4	nt	7
CNC[C@H]1Oc2ccc(NC(=O)c3ccncc3)cc2C(=O)N([C@H](C)CO)C[C@H]1C	-5	-1	-15	nt	3	1	-2
O=C1CSC(=S)N1Nc1ccccc1	8	0	-17	0.0	-1	4	1
CCc1ccc(C2C(=O)c3ccccc3C2=O)cc1	nt	1	-1	0.6	1	4	-3
Cn1c(=NC(=O)CS(=O)(=O)c2ccccc2)sc2cc([N+](=O)[O-])ccc21	nt	4	-1	nt	-3	nt	-3

Retrieved one by one from above (2):
SMILES	Statin myotox sup	ERp5 inh	S100A4 MyoIIA	E-selectin induc	SIRT5 inh	PglD DTNB	DENV2 CPE rescue
C[C@@H]1CN([C@@H](C)CO)C(=O)c2cc(NC(=O)Nc3ccc(C(F)(F)F)cc3)ccc2O[C@@H]1CN(C)CC1CCCCC1	-15	8	4	0.1	-1	-1	-2
Cc1cc(=O)oc2c3c(cc(OCC(=O)NCCN4CCOCC4)c12)OC(C)(C)CC3	-6	6	-2	nt	-51	-2	-8

(further entries)
SMILES	Statin myotox sup	ERp5 inh	S100A4 MyoIIA	E-selectin induc	SIRT5 inh	PglD DTNB	DENV2 CPE rescue
CCC(C)NC(=O)CS(=O)(=O)Cc1nc(-c2cccc(OC)c2)oc1C (centres undefined)	-2	7	-3	nt	1	-1	1
CC(C)C[C@H](NC(=O)c1nc[nH]c1C(=O)NCCNC(=O)OC(C)(C)C)C(=O)CNCCNC(=O)c1[nH]cnc1C(=O)N[C@@H](C)C(=O)OC(C)(C)C	21	-3	-1	-0.4	2	1	0
Cc1ccc(/C=N/n2c(-c3ccco3)n[nH]c2=S)cc1	nt	3	-2	nt	-3	nt	-2
Cc1cc(C(=O)NNC(=S)Nc2ccccc2C)cs1	2	nt	nt	-0.1	nt	5	nt
CCOc1ncccc1C(=O)Nc1cccc(-c2nc3cccnc3s2)c1	nt	2	4	4.3	1	nt	6
CC(C)CN1C=C2C(=O)C(C)(OC(=O)CCc3ccccc3)C(=O)C=C2C=C1c1ccc(C#N)cc1 (centres undefined)	-3	1	-9	-0.1	nt	-3	4
CCOC(=O)c1cc(NC(=O)c2ccccc2)c(=O)oc1C(F)(F)F	nt	-6	11	nt	-5	nt	0
CC(=O)c1ccc(N2CCN(C(=O)Cc3ccccc3)CC2)c(F)c1	-19	2	-1	-0.1	-2	0	-6
C[C@@H]1CN([C@@H](C)CO)C(=O)c2cccc(NC(=O)C3CCCCC3)c2O[C@H]1CN(C)Cc1ccc2c(c1)OCO2	-6	1	16	0.0	6	-1	21*
Cc1ccc2c(CC(=O)NCC(C)(C)N3CCOCC3)coc2c1	5	-2	-2	8.6	0	8	-1
COc1ccccc1C#Cc1ccc2c(c1)O[C@H](CN(C)Cc1cncnc1)[C@@H](C)CN([C@H](C)CO)S2(=O)=O	-39	7	-7	0.1	-6	-2	-4
Cc1cccc(S(=O)(=O)N2CCCCN3[C@@H](CO)[C@H](c4ccc(C#C[C@@H](C)O)cc4)[C@@H]3C2)c1	1	-5	-16	-0.3	-1	3	-14
CCN(CCn1cccn1)Cc1nc(-c2ccc(OC)cc2)no1	2	-4	6	nt	-4	7	-5
COc1ccc(C(=O)Nc2ccnn2C2CCN(Cc3ccc4nonc4c3)CC2)cc1	-3	4	5	0.2	-2	2	4
O=C(CC1CC1)Nc1ccc2c(c1)[C@@H]1C[C@@H](CC(=O)NC3CCCC3)O[C@@H](CO)[C@@H]1O2	0	7	0	-0.3	-3	-2	-6
Cc1nnc(SCC(=O)NCCc2ccccc2)s1	-3	3	-4	-0.2	-1	2	0
Cc1ccc(C(=O)NCC(=O)N2CCN(S(=O)(=O)c3cccs3)CC2)s1	-3	-1	-4	-0.7	-7	4	-5
COc1ccc(NC2CCCN(C(=O)C3(C)CCCCC3)C2)cc1 (centres undefined)	-12	1	-5	nt	-5	0	5
O=C(C1CC1)N1C[C@@H]2[C@H](c3ccccc31)[C@@H](CO)N2C(=O)Nc1cccc(F)c1	3	1	5	0.2	1	-2	6
O=C(Nc1ccc(-c2ccccc2)cc1)[C@H]1[C@H](CO)[C@H]2Cn3c(cccc3=O)[C@H]2N1CC1CCCCC1	14	nt	nt	3.8	102*	2	11
COc1ccccc1N1CCN(C(=O)C2CCN(S(=O)(=O)c3ccc(C)cc3)CC2)CC1	nt	-1	2	-0.6	-2	nt	3
Cn1cccc1C(=O)NCC(c1ccc(F)cc1)N1CCOCC1 (centres undefined)	-5	-10	-2	0.6	0	3	17
Cc1ccc(C(C(=O)NC2CCCCC2)N(CC2CCCO2)C(=O)CCCC(=O)Nc2ccccn2)cc1 (centres undefined)	35	-8	-9	0.0	-6	2	8
COc1ccc(CC(N)c2csc(NC(=O)Nc3ccc(C(C)C)cc3)n2)cc1 (centres undefined)	-17	-2	-4	-0.2	-2	8	-7
CN1c2ccccc2-c2ccccc2S1(=O)=O	5	-5	-3	-0.1	nt	-1	-7

Next part:
SMILES	Statin myotox sup	ERp5 inh	S100A4 MyoIIA	E-selectin induc	SIRT5 inh	PglD DTNB	DENV2 CPE rescue
CCN(CC)C1Oc2cc3c(cc2C(c2cc(OC)c(O)c(OC)c2)C1C)OCO3 (centres undefined)	nt	1	-6	0.0	nt	nt	13
CCOC(=O)c1cc(=O)n2c(nc3ccccc32)[nH]1	0	-7	-2	-0.1	nt	-1	-5
Cc1c(Cl)cnc(NC(=O)COC(=O)c2ccncc2)c1Cl	1	-5	0	nt	8	0	2
Cc1ccc(N2CC(O)Cn3c2nc2c3c(=O)n(C)c(=O)n2C)cc1 (centres undefined)	1	2	-4	nt	1	2	-5
O=C(Nc1ccccc1)Nc1ccc2c(c1)[C@H]1C[C@@H](CC(=O)N3CCOCC3)O[C@@H](CO)[C@H]1O2	-1	nt	nt	0.0	nt	9	19
COc1ccc(NC(=O)N(C)C[C@@H]2OCCCC[C@@H](C)Oc3ccc(NS(=O)(=O)c4ccc(OC)cc4)cc3C(=O)N([C@@H](C)CO)C[C@@H]2C)cc1	nt	8	0	-0.4	3	nt	1
CC(C)NC(=O)N(C)C[C@H]1Oc2ccc(NS(=O)(=O)c3ccc(F)cc3)cc2C(=O)N([C@H](C)CO)C[C@@H]1C	-1&8	3&3	-11&-9	-0.2&-0.1	-6&-3	-5&5	-3&-5
COc1cccc(OCc2cc(/C=N/n3cncn3)ccc2OC)c1	nt	2	-5	nt	1	-6	-5
C=CCn1c(=N)c(S(=O)(=O)c2ccc(C)c(C)c2)cc2c(=O)n3ccccc3nc21	-19	1	5	1.6	0	5	?
Clc1ccc(C2[C@H]3CN(Cc4cccnc4)[C@H](c4ccccc4)C34CC2(c2cccnc2)C4)cn1 (some centres undefined)	26	1	-8	0.0	0	0	-6
C[C@@H]1CN([C@@H](C)CO)C(=O)Cc2cc(NC(=O)CCCCCC(=O)Nc3ccccc3N)ccc2O[C@@H]1CN(C)C(=O)Nc1ccc(F)cc1	2	4	1	-24	-10	nt	?
Cn1cc(Br)c(C(=O)NC(=S)Nc2ccc(S(N)(=O)=O)cc2)n1	nt	4	-4	nt	1	nt	-3
Cc1ccc(S(=O)(=O)N(CC(=O)NCC2CCCO2)c2cccc([N+](=O)[O-])c2)cc1 (centres undefined)	nt	-1	-6	2.5	-5	nt	-1
COc1ccc(NC(=S)Nc2ccc(S(N)(=O)=O)cc2)c(OC)c1	nt	2	-5	nt	1	nt	-4
CC(NC(=O)CCc1nnc(-c2ccc(-c3ccccc3)cc2)o1)c1nccs1 (centres undefined)	nt	-4	8	0.5	-2	nt	3
Cc1ccc(NS(=O)(=O)c2ccc(C(=O)NCc3ccc(S(N)(=O)=O)cc3)cc2)cc1	2	-7	-2	1.5	0	4	1
COc1ccc(CCNC(=O)c2cc(=O)c3cc(C)ccc3o2)cc1	6	1	-22	0.0	-8	-4	?
CC(Oc1ccc2ccc(=O)oc2c1)C(=O)NCC1CCC(C(=O)O)CC1 (centres undefined)	4	2	-22	nt	-1	5	-6
C/C(CC1CC(C)OC1=O)=N\NC(N)=S (centres undefined)	nt	-2	-8	2.2	-2	nt	0
COc1ccc(NC(=O)N[C@@H]2C=C[C@H](CC(=O)NCc3ccccn3)O[C@H]2CO)cc1	-1	-2	-5	0.5	-3	-1	?
Cc1cc(C)c(C#N)c(SCC(=O)Nc2ccc(S(=O)(=O)Nc3onc(C)c3C)cc2)n1	-10	-3	4	nt	nt	1	1
O=C(CSC1=NS(=O)(=O)c2ccccc2N1)Nc1nccs1	-5	1	-1	-1.9	-1	1	5
O=C(Nc1ccc2c(c1)C(N1CCOCC1)c1ccccc1-2)C(F)(F)F (centres undefined)	-1	-13	-3	0.5	-3	-2	6
Cc1onc(-c2ccccc2Cl)c1C(=O)O/N=C(\N)c1ccc([N+](=O)[O-])o1	nt	8	-3	-0.1	-2	nt	-8
